Screening data as filed in PubChem.
DT40 TDP1 CPT – growth inhibition of DT40 Tdp1-/-;hTDP1 cells with camptothecin (screen for TDP1 inhibitors). Potency, µM (highest dose often 46.2 µM), without a hit: top-dose activity change, negative = growth inhibition, most hits filed as inhibitors. chicken DT40 Tdp1-/-;hTDP1 cells + 20 nM CPT, ATP luminescence, 48 h. AID 686979. actives 12% (n = 420,000); further: nearly all actives have a fitted effect of over 55% in size
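Cell growth measured by CellTiter-Glo luminescence after a minimum 48 h, 37 C compound exposure with 20 nM CPT in Tdp1-knockout DT40 cells stably expressing hTDP1, seeded 400/well; qHTS titration format.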
KAT2A inh – blocks human GCN5L2 histone acetyltransferase | AID 504327 | actives 0.21% (n = 390,000) | Potency, µM (doses to about 58.9 µM), inactives show at the highest dose activity change, negative = inhibition, hits mostly inhibitors | GCN5L2 HAT assay, ThioGlo1 CoA-SH fluorescence | Q92830
Target sequence (Q92830 whole entry, looked up): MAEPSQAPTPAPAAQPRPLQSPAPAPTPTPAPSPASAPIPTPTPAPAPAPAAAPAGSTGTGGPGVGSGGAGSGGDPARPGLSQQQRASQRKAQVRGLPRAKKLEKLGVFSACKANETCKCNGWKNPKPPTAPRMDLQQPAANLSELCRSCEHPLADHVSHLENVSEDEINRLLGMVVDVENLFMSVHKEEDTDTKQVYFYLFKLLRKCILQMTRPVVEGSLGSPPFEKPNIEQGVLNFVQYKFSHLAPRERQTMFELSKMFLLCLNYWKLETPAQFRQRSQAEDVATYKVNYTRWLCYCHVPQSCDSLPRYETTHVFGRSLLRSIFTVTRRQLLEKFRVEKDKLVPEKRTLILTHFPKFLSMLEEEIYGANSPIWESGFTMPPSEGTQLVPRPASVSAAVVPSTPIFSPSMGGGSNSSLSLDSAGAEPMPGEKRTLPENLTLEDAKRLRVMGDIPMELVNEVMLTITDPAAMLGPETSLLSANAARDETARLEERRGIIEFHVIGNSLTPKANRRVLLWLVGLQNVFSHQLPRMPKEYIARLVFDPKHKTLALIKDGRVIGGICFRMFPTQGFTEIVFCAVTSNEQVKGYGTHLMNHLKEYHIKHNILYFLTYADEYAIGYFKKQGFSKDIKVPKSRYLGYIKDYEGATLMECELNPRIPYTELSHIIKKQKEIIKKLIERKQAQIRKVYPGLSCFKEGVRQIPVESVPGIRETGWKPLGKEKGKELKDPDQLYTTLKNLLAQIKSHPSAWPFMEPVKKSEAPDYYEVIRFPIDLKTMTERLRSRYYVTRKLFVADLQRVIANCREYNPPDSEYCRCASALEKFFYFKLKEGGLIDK
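Titration-based screen in which CoA formation is detected via maleimide probe ThioGlo1 (50uM) turning fluorescent on thiol reaction; substrates H3(1-25) 75uM and acetyl-CoA 70uM, GCN5L2 20nM, 20 min incubation at room temperature.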
FEN1 inh – human FEN1 inhibition; Potency, µM (series often up to 114 µM), for the others: top-dose activity change, negative = inhibition, actives largely listed as inhibitors; actives 0.35% (n = 390,000); P39748; Recombinant FEN1 flap cleavage, fluorescence, 15 min; further: nearly all actives have a fitted effect of over 65% in size
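With each library titrated from low to high concentration, compounds met 10 nM FEN1 for 15 min at room temperature before 50 nM substrate was added; readings at 0 and 15 min fed four-parameter Hill curve fits.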
An asterisk follows results filed as active; ? = inconclusive; . = not tested or not shown; [ ] = remark or other dose. The call rests on the fitted dose curve; in most records, active means well fitted curve in the direction sought with a large enough effect; inconclusive means small, poorly fitted or top-dose-only effect, or another doubt; inactive means no such curve, though single readings can be large; an effect the other way counts as inactive or inconclusive. On the % scale 0 is the no-effect control and ±100 the full control effect; potency means the concentration at half of the fitted maximal effect. An excerpt; rates above refer to the full screens.

Sequence of screens: DT40 TDP1 CPT, KAT2A inh, FEN1 inh
NC(=O)c1ccc(NC(=O)CCC(=O)c2cccs2)cc1
→ 1.9%, -21.8%, 13.3%
NC(=O)c1nnn(-c2ccc([N+](=O)[O-])cc2)c1-c1ccccc1
→ -9.7%, 0.6%, -1.0%
COC(=O)c1sc2nc3c(cc2c1N)C(=O)CC(C)(C)C3
→ -20.3%, 1.4%, -5.4%
Cc1c(C(=S)NC(=O)C2CC2)c(=O)n(-c2ccccc2)n1C
→ -24.6%, -14.7%, 8.9%
O=C(Nc1ccsc1C(=O)O)c1ccccc1Cl
→ 4.9%, 4.7%, -11.6%
Cc1ccc(C(=O)O)c(NC=O)c1OCc1ccccc1
→ 20.1%, ., -4.8%
CC1=C(C(=O)OCc2ccccc2)C(c2cccc(Br)c2)NC(=O)N1 (stereo not given)
→ ?, -5.4%, -2.5%
Cc1cccc(CSc2nc(-c3cccs3)ccc2C#N)c1
→ ?, -7.4%, -16.2%
Cc1csc(N(C)C(=O)CSc2nnc(COc3cccc4ccccc34)o2)n1
→ 5.8µM*, -12.3%, 1.5%
O=c1c(-c2ccc(F)cc2)nc2cnc(N3CCOCC3)nc2n1CCc1ccccc1
→ 18.4%, -19.3%, .
CCC(=O)N1CCc2cc(Br)cc(S(=O)(=O)N3CCCC(C(=O)NCc4cccc(OC)c4)C3)c21 (stereo not given)
→ ?, 2.6%, 12.5%
COc1cc(OC)c(N(C)S(=O)(=O)c2cccc(C(=O)OCC(=O)N(C)Cc3ccccc3)c2)cc1Cl
→ 16.4µM*, ., -11.9%
CCc1ccc(NC(=O)C2=CC(c3ccc(OC)cc3)=NS(=O)(=O)N2C)cc1
→ ?, -14.7%, -23.0%
COc1ccc(S(=O)(=O)N2CCCCC2)cc1NC(=O)c1ccccc1
→ 6.6%, -3.8%, -6.6%
CC(Nc1nc2ccccc2n2cnnc12)c1ccccc1 (stereo not given)
→ -29.7%, -6.2%, -2.8%
Cc1cc(C(F)(F)F)nc(Nc2nc(C)c3ccccc3n2)n1
→ -13.1%, 1.7%, -2.8%
COc1cc(NS(C)(=O)=O)cc(OC)c1OC
→ 1.9%, -6.3%, -14.3%
Cc1ccc(C(=O)NCC(=O)N2CCCN(C)CC2)cc1C
→ -13.1%, -4.2%, 4.5%
CCOc1ccc(-n2c(Cc3ccccc3)nnc2SCc2nc(-c3ccccc3OC)no2)cc1
→ ?, -5.3%, 9.5%
N#CC(=NCc1cccnc1)C1=C(O)c2ccccc2C1=O
→ -12.0%, -25.2%, -3.6%

Some of the entries above, reformatted.
structure: Cc1cccc(CSc2nc(-c3cccs3)ccc2C#N)c1
  DT40 TDP1 CPT: ?; KAT2A inh: -7.4%; FEN1 inh: -16.2%

structure: Cc1csc(N(C)C(=O)CSc2nnc(COc3cccc4ccccc34)o2)n1
  DT40 TDP1 CPT: 5.8µM*; KAT2A inh: -12.3%; FEN1 inh: 1.5%

structure: O=c1c(-c2ccc(F)cc2)nc2cnc(N3CCOCC3)nc2n1CCc1ccccc1
  DT40 TDP1 CPT: 18.4%; KAT2A inh: -19.3%; FEN1 inh: .

structure: CCC(=O)N1CCc2cc(Br)cc(S(=O)(=O)N3CCCC(C(=O)NCc4cccc(OC)c4)C3)c21 (stereo not given)
  DT40 TDP1 CPT: ?; KAT2A inh: 2.6%; FEN1 inh: 12.5%

Next section.
Sequence of screens: DT40 TDP1 CPT, KAT2A inh, FEN1 inh
Cc1ccc(NC(=O)C2CCN(c3cnccn3)CC2)cc1C
→ 0.6%, -5.6%, 5.1%
COc1ccccc1CNC(=O)C/C(C)=N/NC(=O)COc1ccc(C)cc1Br
→ 11.6µM*, 1.7%, -6.0%
COC(=O)c1cc(OC)c(OC)c(OC)c1NC(=O)c1cc(=O)n(C)c(=O)n1C
→ 2.5%, -10.4%, 13.6%
COC(=O)[C@H](CC(C)C)NC(=O)Cn1cnc(C(=O)Nc2ccc(C)c(C)c2)n1
→ 1.4%, 2.0%, -5.8%
Cc1ccc(Cc2ccc(C(=O)NNC(N)=S)o2)cc1
→ -13.0%, 31.9%[activator], -1.8%
Cc1[nH]c2ccccc2c1/C=N/Nc1ccc([N+](=O)[O-])cc1
→ ?, -21.0%, 13.4%
CCCCOC(=O)n1c(SCC(=O)N(CC)CC)nc2ccccc21
→ 20.6µM*, -4.7%, -18.3%
CCC(C)(C)n1nnnc1C(c1ccccc1)N1CCc2ccccc2C1 (stereo not given)
→ ?, -2.5%, -11.9%
O=C(CNS(=O)(=O)c1cccs1)Nc1ccc2c(c1)OCCO2
→ -8.5%, -2.1%, -2.2%
O=C(CCNC(=O)c1ccccc1)OCN1C(=O)c2ccccc2C1=O
→ -8.4%, -6.9%, -8.2%
CC(=O)Nc1ccc(-c2csc(NC(=O)Cc3cccc(F)c3)n2)cc1
→ ?, -8.0%, -6.7%
COc1ccc(CN2CCCC(C(=O)c3ccc(SC)cc3)C2)cc1Cn1cccn1 (stereo not given)
→ ?, -4.1%, -23.9%
C=CCN1N=C(/C=C/c2ccccc2)CCC1=O
→ -0.8%, -10.4%, -6.2%
O=C(O)COc1ccc(/C=N/n2c(COc3ccccc3)nc3ccccc3c2=O)cc1
→ -24.2%, -1.1%, 5.3%
O=C(CN1C(=O)S/C(=C\C=C\c2ccccc2)C1=O)NC1CCS(=O)(=O)C1 (stereo not given)
→ ?, -10.1%, -0.6%
Cc1ccc(S(=O)(=O)c2nnn3c2nc(N2CCN(c4ccccc4F)CC2)c2ccccc23)cc1C
→ -4.3%, -14.3%, 0.7%
CCOc1ccc(Br)cc1S(=O)(=O)N1CCCC1
→ -25.4%, -4.6%, 3.8%
Cc1nc(C)c(C(=O)N/N=C/c2c[nH]c3ccccc23)s1
→ ?, -7.9%, -0.8%
C=CCOc1ccc(C=CC(=O)c2c(O)c(OC)c(OC)c(OC)c2OC)cc1
→ 16.4µM*, ., -16.6%
O=c1[nH]ncc(NCc2ccc(Cl)cc2)c1Cl
→ ?, -0.8%, 28.0%
O=C(Nc1ccccc1)N1CCCN(Cc2c(F)cccc2Cl)CC1
→ 6.6%, -0.9%, -3.8%
Cc1ccc(S(=O)(=O)NC(=O)Nc2ccc(C)cc2C)cc1
→ 1.8%, 0.5%, 1.0%
COc1ccccc1NS(=O)(=O)c1ccc(NC(C)=O)cc1
→ -29.8%, -18.8%, -3.5%
COc1ccc(NC(=O)COc2coc(CN3CCN(c4ccccc4)CC3)cc2=O)cc1
→ 20.6µM*, 0.4%, -4.0%
CNC(=O)c1ccc(Nc2nnc(-c3ccc(C)c(S(=O)(=O)N(C)C)c3)c3ccccc23)cc1
→ -15.9%, -7.6%, -11.6%
CC(=O)[C@@]1(O)CC[C@H]2[C@@H]3C[C@H](C)C4=CC(=O)C=C[C@]4(C)[C@@]3(F)[C@@H](O)C[C@@]21C
→ ?, -2.8%, ?
Cc1nn(C(C)C(=O)NCc2cccc(F)c2)c(=O)c2c1sc1ccccc12 (stereo not given)
→ -4.6%, -11.7%, -26.1%
CC(C)C[C@H](NC(=O)OC(C)(C)C)c1nnc(SCc2ccccc2)o1
→ ?, -0.6%, -20.7%
COc1cc(Nc2nc(SCc3ccccc3F)nc3ccccc23)cc(OC)c1
→ ?, -5.1%, 2.7%
CC(=O)C[C@@H](O)CC(=O)[C@@H]1OC(=O)[C@H](C)C/C=C\Cc2ccccc21
→ -9.8%, 2.5%, -11.5%
O=C(CN(c1ccccc1)S(=O)(=O)c1ccccc1)Nc1ccc(F)cc1
→ ?, -1.9%, -4.5%
O=Cc1ccc(-n2cccn2)cc1
→ -7.1%, -0.8%, -1.6%
COc1ccc(C(CNC(=O)CCNS(=O)(=O)c2ccc(Br)cc2)N2CCOCC2)cc1 (stereo not given)
→ -14.9%, ., 21.0%
CCOC(=O)C(=CNc1ccc2c(c1)nnn2-c1ccc(Cl)cc1)C(=O)OCC
→ -38.0%, -5.8%, -3.9%
CC(C)OCCCNC(=S)Nc1ccc2nc3n(c(=O)c2c1)CCCCC3
→ -26.9%, 3.4%, 1.4%
O=C1Nc2ccc([N+](=O)[O-])cc2OC1CCN1CCN(Cc2ccc3c(c2)OCO3)CC1 (stereo not given)
→ 12.8%, -12.7%, -10.0%
CCc1nnc(NC(=O)c2ccc(OC)cc2OC)s1
→ -23.8%, 0.3%, -13.5%
Cc1ccc(-c2c(C)n([O-])c3c([n+]2=O)CCCC3)cc1
→ 1.1%, -6.3%, -7.0%
N#CC1(C#N)C(c2ccccc2)OC23CCCCCC2C1(C#N)C(=N)O3 (stereo not given)
→ -16.5%, -9.0%, -8.9%
O=C(NC1CCCc2ccccc21)c1cc(F)cc(F)c1 (stereo not given)
→ -20.4%, 1.5%, -14.6%
COc1ccc([C@H]2CC(=O)C=C(c3cccc(CO)c3)C2)cc1
→ ?, ?, 15.0%
CN1CCN(S(=O)(=O)c2ccc(NC(=O)c3ccc(Br)s3)cc2)CC1
→ ?, -13.8%, -5.7%
Cc1ccc(C)c(C(=O)CN2C(=O)NC3(CCC(C)CC3)C2=O)c1 (stereo not given)
→ -28.5%, 18.6%, 5.1%
COc1ccccc1NC(=O)CN1C(=O)C(C)(C)c2ccccc21
→ -13.2%, -4.5%, 12.8%
Cc1ccc(CN2[C@H]3CCCC[C@@H]3OCCS2(=O)=O)cc1
→ ?, ., -3.0%
Cn1c(CNC(=O)c2ccc3c(c2)OCO3)nnc1SCC(=O)Nc1ccccc1Cl
→ 4.2%, -2.6%, 5.0%
Cc1ccc(-c2cn3cccnc3n2)cc1NC(=O)Nc1ccc(F)cc1
→ ., 2.6%, 5.0%
CCN1CCC(Nc2ccnc3cc(Cl)ccc23)CC1
→ -6.7%, -20.0%, 14.1%
COc1ccc(S(=O)(=O)Oc2cc(C(=S)N3CCOCC3)ccc2OC)cc1
→ ?, ?, -8.1%
Cc1ccc(NC(=O)c2sc3nc(-c4cc5ccccc5oc4=O)[nH]c(=O)c3c2C)c(C)c1
→ -12.1%, -1.9%, -4.1%
CCOc1ccc(C(=O)NC(C(=O)NCCc2ccc(OC(F)F)cc2)C(C)C)cc1 (stereo not given)
→ -7.1%, -1.4%, 1.5%
Cc1cc(-c2ccccc2)nc(N(C)NC(=O)c2ccc(Cl)cc2)c1S(C)(=O)=O
→ 14.6µM*, -1.6%[0.501 µM], 5.9%
COc1ccc(S(=O)(=O)N2CCCCC2)cc1NC(=O)COc1ccccc1
→ ?, -0.5%, -4.9%
O=C(CCc1ccc(S(=O)(=O)N2CCOCC2)cc1)OCC(=O)c1ccccc1
→ 8.1%, 3.4%, 6.9%
CN(C)c1nc(N/N=C\c2ccc(Cl)c([N+](=O)[O-])c2)nc(Nc2ccc(F)cc2)n1
→ 5.17µM*, ., 3.8%
C=CCNc1nc(Cl)nc(Nc2ccccc2)n1
→ -21.9%, -0.2%, -4.7%
COc1cc(C(C)=O)ccc1OCC(=O)Nc1ccccc1N1CCCC1
→ ?, -0.4%, -3.9%
COc1ccccc1CC(=O)NCCc1ccc(S(N)(=O)=O)cc1
→ 6.9%, -1.2%, 2.6%
O=C(CSc1nc2ccccc2nc1Cc1ccccc1)Nc1ccccc1C(F)(F)F
→ -22.9%, -2.5%, -7.1%
COc1ccc(-c2nc(-c3ccccc3)[nH]c(=O)c2C#N)cc1
→ -29.6%, -2.1%, -0.1%

(more compounds)
Sequence of screens: DT40 TDP1 CPT, KAT2A inh, FEN1 inh
CCN(CC)C(=O)CSc1nnc2cc(C)c3ccccc3n12
→ -1.0%, -8.4%, 3.4%
CC(Oc1ccc(F)cc1)C(=O)N(Cc1ccccc1)c1c(N)n(Cc2ccccc2)c(=O)[nH]c1=O (stereo not given)
→ 2.9%, -1.1%, -1.4%
COc1ccc(N(CC(=O)Nc2cccc(SC)c2)S(C)(=O)=O)cc1
→ -4.3%, -1.3%, 15.8%
O=C1/C(=C/c2ccc(O)c([N+](=O)[O-])c2)SC(=S)N1Cc1ccccc1
→ ?, -3.0%, -15.2%
S=C(c1ccc(-c2ccccc2)cc1)N1CCOCC1
→ 9.8%, -11.2%, -7.2%
CN(NC(=O)c1cccc(Cl)c1)c1nc(-c2ccccc2)nnc1C(F)(F)F
→ 18.4µM*, ?, 1.4%
COc1cccc(-n2c(SCc3ccccn3)nc3c(c2=O)SCC3)c1
→ -9.2%, -9.8%, 0.4%
CCOC(=O)C(=CNc1ccc(Cl)cn1)C(=O)OCC
→ 0.2%, -1.3%, 0.0%
O=C(Nc1ccccc1)Nc1nnc(Cc2ccccc2F)s1
→ 5.9%, 3.3%, -4.3%
COc1ccc(C(=O)CC(=O)c2ccc(C)cc2)c(O)c1
→ 4.61µM*, -3.6%, -5.6%
Cc1ccc2c(c1)nc(SCC(O)c1ccc(Br)cc1)n2C (stereo not given)
→ ?, 0.8%, -7.2%
O=C(CSc1nc2c([nH]c3ccccc32)c(=O)n1-c1ccc(Cl)cc1)N1CCOCC1
→ 5.1%, 3.7%, 6.5%
CCCN(CCC)S(=O)(=O)c1ccc(C(=O)NCc2n[nH]c(=S)n2-c2ccc(Cl)c(Cl)c2)cc1
→ -9.6%, -7.3%, 13.1%
CCOc1ccc2nc(NC(=O)CCC(=O)c3cccs3)sc2c1
→ -15.0%, -2.1%, -0.2%
